From PubChem BioAssay
C8 TRAIL sens = viability loss with TRAIL in NB7+C8 cells, primary screen, TRAIL sensitizer project, cell-based, ATPlite luminescence; hit rate 1% among 360,000; inhibition (viability loss, TRAIL sensitization), % at 10 µM; AID 624354, 2012;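 active = compounds causing at least 50% loss of cell viability in the single-dose screen, relative to plate controls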
TROY signal inh = inhibitors of TROY-driven NF-kB signaling, primary screen, Q293 LMP1-TROYcd cells, NF-kB luciferase, uHTS | inhibition, % at 10 µM | Q293 LMP1-TROYcd NF-kB luciferase reporter, 4 h | hit rate 0.98% among 360,000 | AID 1347056, 2019;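 active = compounds whose plate-normalised and pattern-corrected inhibition of the luciferase reporter signal at the single screening dose is 50% or more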
Peg3 prom inh = Peg3 promoter-driven luciferase inhibitors, primary screen, cell-based, HeLa, luciferase luminescence; hit rate 1.7% among 360,000; HeLa PEG-Prom luciferase reporter, overnight; inhibition, % at 20 µM;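 active = inhibition of at least 50% at 20 µM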
Shn3 inh set2 = reduction of Shn3 3'UTR firefly luciferase signal, primary screen, Schnurri-3 inhibitor project, cell-based, Clone20 osteoblasts, set 2 | Clone20 osteoblast Shn3 3'UTR firefly luciferase, 24 h | inhibition, % at 12.5 µM | hit rate 0.52% among 360,000 | AID 588674, 2011;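 active = mean inhibition of at least 75% with every replicate also reaching 75%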;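 also: 0% = median of neutral control wells and 100% = pilot-screen positive control compound; some compounds past the cut are filed as inactive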
TWEAK-Fn14 inh = inhibitors of TWEAK-Fn14 signaling, primary screen, luciferase reporter cells, uHTS; AID 1159606, 2016; hit rate 2% among 360,000; inhibition, % at 10 µM; TWEAK-stimulated Fn14 reporter cells, luciferase luminescence, 8 h; in the data active = inhibition above about 50%
NR2E3 ag-1 = NR2E3 agonists in two-hybrid cells, primary screen, cell-based, luminescence, CHO-S, Gal4-NCOR/VP16-NR2E3 | inhibition of corepressor binding, % at 3.98 µM | hit rate 0.35% among 360,000 | AID 602229, 2012 | luciferase;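 active = inhibition above the mean of all tested compounds plus 3 SD, cut at about 70% in these data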;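 also: 0% = DMSO with NR2E3 transfected cells and 100% = cells lacking NR2E3 construct; higher means lower luciferase signal from less NR2E3 corepressor binding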
Target sequence (Q9Y5X4 whole entry, looked up, the tested form may be a part): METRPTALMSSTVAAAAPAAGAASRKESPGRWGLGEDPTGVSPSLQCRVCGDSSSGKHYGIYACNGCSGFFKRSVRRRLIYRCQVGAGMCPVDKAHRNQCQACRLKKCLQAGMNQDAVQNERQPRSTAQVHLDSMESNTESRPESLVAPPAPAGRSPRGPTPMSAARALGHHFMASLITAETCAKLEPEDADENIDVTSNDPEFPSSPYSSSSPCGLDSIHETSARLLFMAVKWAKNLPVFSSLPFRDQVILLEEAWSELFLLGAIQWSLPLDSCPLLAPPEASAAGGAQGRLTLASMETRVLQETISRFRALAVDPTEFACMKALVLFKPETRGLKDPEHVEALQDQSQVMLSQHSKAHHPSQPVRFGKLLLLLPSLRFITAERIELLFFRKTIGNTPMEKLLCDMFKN
HIF-2a block = HIF-2a reporter inhibitors, primary screen, luminescence, 786-0 RCC cells | 786-0 RCC cells HIF-2a reporter, luciferase luminescence, overnight | inhibition, % at 18.8 µM | hit rate 0.72% among 360,000 | AID 624352, 2012;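 active = inhibition of the luminescence signal of 40% or more relative to plate controls, in a single-dose primary screen at 18.75 µM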
MITF TRPM1 inh = inhibitors of MITF-dependent TRPM1 promoter reporter, primary screen, cell-based, SK-MEL-5, single point, luciferase; inhibition, % at 12.5 µM; AID 488899, 2010; hit rate 0.83% among 330,000; SK-MEL-5 TRPM1 promoter luciferase, 24 h;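 active = mean inhibition across replicates of 60% or more, whatever share of single replicates reaches that level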; also: values of inactives mirror those of a sister screen read the other way
KKLEB tox = cytotoxicity in KKLEB CF airway cells, primary screen, cytotoxicity control for CF NF-kB inhibitor project, cell-based, uHTS, fluorescence assay plates. KKLEB CF airway cells viability, ATPlite luminescence, overnight; hits give low values; cells stimulated with P. aeruginosa culture filtrate. activity change (cytotoxicity), % at 5 µM. hit rate 0.36% among 360,000. AID 602141, 2011;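 active = corrected activity change at or below -50% at 5 µM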
CF NFkB inh = inhibitors of PAF-induced NF-kB signaling, primary screen, cell-based, GFP fluorescence, uHTS; KKLEB NF-kB-GFP reporter, GFP fluorescence overnight; inhibition, % at 5 µM; hit rate 0.86% among 360,000;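 active = at least 50% inhibition at 5 µM, scaled per plate between neutral and stimulator controls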;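 also: PAF is a Pseudomonas aeruginosa culture filtrate used as stimulus; plate controls were PAF-stimulated DMSO wells for no effect and unstimulated DMSO wells for full effect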
NR2E3 ag-2 = inhibitors of NR2E3-RetCOR corepressor binding, primary screen, NR2E3 agonist project, biochemical, TR-FRET, GST-NR2E3, biotin-RetCOR | AID 2300, 2010 | 1536-well | inhibition of corepressor binding, % at 4.78 µM | hit rate 0.12% among 320,000;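 active = percent inhibition above the cutoff of mean plus 3 SD of all tested compounds, set per screening campaign, cut at about 20% in these data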;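 also: 0% = DMSO wells and 100% = biotin wells as full block of FRET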
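System: GST-NR2E3 and biotin-RetCOR proteins; probe or stimulus: 7 nM biotin-RetCOR; doses: compound at 4.8 µM, single dose; schedule: Compound–protein incubation for 5 h at 4 °C; detection: time-resolved FRET; read-out: percent inhibition; controls: biotin wells as high control, 0.6% DMSO wells as low control; format: 1536-well plates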
Starred values were filed as active, the others as inactive; / = not tested or not shown. Not all compounds are listed. The share of hits here may be higher or lower than overall.

SMILES,C8 TRAIL sens,TROY signal inh,Peg3 prom inh,Shn3 inh set2,TWEAK-Fn14 inh,NR2E3 ag-1,HIF-2a block,MITF TRPM1 inh,KKLEB tox,CF NFkB inh,NR2E3 ag-2
CC(NC(=O)CCc1nnc(-c2ccc(-c3ccccc3)cc2)o1)c1nccs1 (stereo not drawn),5,-34,-73,50,-1,-38,40*,35,-4,10,-1
CN1CCN(C2=NCCO2)CC1,-3,-3,8,4,16,-11,14,-19,-5,6,/
C(=C\c1ccccc1)/CN1CCN(C(c2ccccc2)c2nnnn2C2CCCCC2)CC1 (stereo not drawn),3,2,2,-10,14,12,-16,/,-3,-13,/
CCOc1ccccc1C(=O)NCC(=O)NCCc1ccc(S(N)(=O)=O)cc1,-7,-8,-4,9,-13,-8,5,0,-3,14,3
Cc1cc2cc(CN3C(=O)c4ccccc4C3=O)ccc2[nH]1,-7,-9,17,4,4,-30,4,-2,-18,18,-1
CCN(CC)CCNC(=S)Nc1ccc2nc(N3CCOCC3)cc(C)c2c1,-10,-25,-33,9,-13,-13,-15,6,4,-4,-2
O=C(Nc1ccccc1Cl)C1CCCN(S(=O)(=O)c2ccc(F)cc2)C1 (stereo not drawn),-1,0,25,7,18,14,28,7,12,-6,2
CSc1ccc(-c2cc3c(c4c2ccn4C)C2CCC3C2)cc1 (stereo not drawn),-11,20,5,8,6,-5,-7,/,-18,45,/
Cc1cccc(OCC(=O)Nc2ccc3c(c2)nc(CN2CCCCC2)n3C)c1,13,58*,-2,67,81*,27,-3,46,9,-9,2
COc1ccc(NC(=O)C2(C)Cc3c(-c4cccc(C(N)=O)c4)ccnc3O2)cc1OC (stereo not drawn),-1,-8,-7,-24,-20,0,-2,/,14,-58,/
CN1CCC(N(C)S(=O)(=O)c2ccc(NC(=O)COc3ccc(Br)cc3Cl)cc2)CC1,9,-4,71*,6,-5,-8,3,-15,-15,10,1
Cc1nc(N)sc1C(=O)N/N=C/c1c[nH]c2ccccc12,-1,-9,-53,12,16,-10,-58,-53,-18,14,1

New compounds follow.
SMILES,C8 TRAIL sens,TROY signal inh,Peg3 prom inh,Shn3 inh set2,TWEAK-Fn14 inh,NR2E3 ag-1,HIF-2a block,MITF TRPM1 inh,KKLEB tox,CF NFkB inh,NR2E3 ag-2
CC(C)CCNC(=O)C1CC(=O)N(CCc2ccccc2)C1 (stereo not drawn),-21,-13,7,4,13,6,17,0,2,-10,-2
Cc1ccc(CNC(=O)C2CCCN(c3nc4ccsc4c(=O)s3)C2)cc1 (stereo not drawn),-14,7,11,7,-22,-1,14,16,2,-11,1
COC(=O)c1cc(NC(=O)CCc2c(C)nc3ncnn3c2C)cc(C(=O)OC)c1,19,17,31,-8,-1,-22,38,1,-24,7,3
Cc1cc(NC(=O)CCC(=O)N(c2ccc(F)cc2)C(C(=O)NC2CCCC2)c2ccccc2)no1 (stereo not drawn),9,-6,2,5,48,-17,7,-22,2,8,-3
O=C(CSc1cccc[n+]1[O-])Nc1cc(Cl)ccc1[N+](=O)[O-],10,-8,-6,0,31,-17,1,0,8,4,/
COC(=O)c1ccccc1NC(=O)NN1CCN(C)CC1,10,0,6,-3,13,-12,9,11,27,-27,4
CCOC(=O)c1ccccc1NC(=O)c1cc(S(=O)(=O)N2CCOCC2)ccc1F,2,8,5,-3,6,-9,27,-4,-6,9,-1
CC(=O)C1=C(O)C(=O)N(c2ccc(O)cc2)C1c1ccccc1[N+](=O)[O-] (stereo not drawn),-19,-4,3,-1,7,-6,0,9,8,-13,3
O=C(NCc1ccc2c(c1)OCO2)c1cc(-c2ccncc2)nc2ccccc12,0,4,26,26,-9,/,-15,-7,-9,-16,0
COCCNC(=S)NC(=O)c1ccc(C(C)(C)C)cc1,8,-44,-90,-21,-20,-35,-176,-83,8,11,3
ClC(Cl)(c1nnnn1-c1ccccc1)c1nnnn1-c1ccccc1,1,59*,24,82,18,15,52*,36,6,-22,0
C/C=C(/C)C(=O)Nc1cccc(C2=NOC3(C2)C[C@H](C(N)=O)N(C(=O)COc2ccc(Cl)cc2)C3)c1 (stereo partly drawn),-2,-3,-3,5,-26,2,2,10,-4,-12,-1

The closing 2 compounds of the section above open the next one:
SMILES,C8 TRAIL sens,TROY signal inh,Peg3 prom inh,Shn3 inh set2,TWEAK-Fn14 inh,NR2E3 ag-1,HIF-2a block,MITF TRPM1 inh,KKLEB tox,CF NFkB inh,NR2E3 ag-2
ClC(Cl)(c1nnnn1-c1ccccc1)c1nnnn1-c1ccccc1,1,59*,24,82,18,15,52*,36,6,-22,0
C/C=C(/C)C(=O)Nc1cccc(C2=NOC3(C2)C[C@H](C(N)=O)N(C(=O)COc2ccc(Cl)cc2)C3)c1 (stereo partly drawn),-2,-3,-3,5,-26,2,2,10,-4,-12,-1
O=C(COC(=O)c1cc(-c2ccccc2)nc2ccccc12)NCC1CCCO1 (stereo not drawn),2,-6,-11,-5,44,-28,5,-6,8,-34,0
CC(=O)c1ccc(OCC(C)Oc2ccc(C#N)cc2)cc1 (stereo not drawn),7,13,3,-26,-9,-29,12,8,-10,15,1
Cc1ccc(NC(=O)Nc2nnc(-c3ccncc3)s2)cc1,4,49,-133,-18,55*,-50,-205,-43,5,68*,-1
CC(C)CC(NC(=O)C(CC(C)C)NC(=O)OC(C)(C)C)C(=O)O (stereo not drawn),0,10,-13,/,-4,-18,-9,-4,-2,3,2
Cc1cc(NC(=O)CSc2nnc3ccc(-c4ccc(F)cc4)nn23)no1,-8,-21,5,0,-27,5,-5,-11,11,-18,-1
N#CCSc1nc2ccccc2c2nc3ccccc3n12,21,-57,40,0,57*,0,-4,77*,-46,42,1
Cc1cc(C(F)(F)F)nc(Nc2nc(C)c3ccccc3n2)n1,9,7,-24,-10,-3,2,-3,15,5,-6,0
O=C(Nc1cccc(-c2ccc(N3CCOCC3)nn2)c1)c1ccc(F)cc1F,51*,-55,-283,-66,-47,-67,-225,-84,5,-12,0
Cc1cccc(NS(=O)(=O)c2ccc(C(=O)N3CCCC3)cc2)c1C,0,0,25,14,-14,0,0,-4,-10,28,1
CC1(CCCN2C(=O)c3ccccc3C2=O)OCCO1,2,-43,-20,/,-2,-32,-67,/,15,-22,-1
Cc1nn(C(CC(=O)O)C(=O)O)c(C)c1Br (stereo not drawn),8,-1,-13,-5,2,-13,12,-8,6,-16,0
CC1Cc2ccccc2N1S(=O)(=O)c1cnc[nH]1 (stereo not drawn),6,-4,15,3,4,5,11,5,1,13,-4

Remaining list, next part
SMILES,C8 TRAIL sens,TROY signal inh,Peg3 prom inh,Shn3 inh set2,TWEAK-Fn14 inh,NR2E3 ag-1,HIF-2a block,MITF TRPM1 inh,KKLEB tox,CF NFkB inh,NR2E3 ag-2
COc1ccccc1NC(=O)Nc1ccncc1,-4,-36,-6,14,7,8,-4,2,17,-4,1
O=C(CN1CCC(O)(c2cccc(C(F)(F)F)c2)CC1)NCCc1ccccc1,8,0,22,24,-1,3,9,5,-1,20,0
O=C(c1cc(-c2ccc(Cl)cc2Cl)on1)N1CCOCC1,57*,31,-67,12,71*,-165,-79,6,-28,-2,-1
C=C(C)C(=O)Nc1nnc(-c2ccccc2C)s1,1,-41,-63,-15,-54,-29,-80,-16,0,6,/
Cc1cccc(C)c1NC(=O)N1CC(C)OC(C)C1 (stereo not drawn),1,-2,5,-4,10,-19,20,-15,4,-2,1
COc1cc(OC)c2c(-c3ccccc3)cc(=O)oc2c1C(CCN1CCCC(C)C1)c1ccc2c(c1)OCO2 (stereo not drawn),28,7,35,-13,-30,-2,13,6,-4,8,2
CCN(CC)C(=O)Cn1cnc2sc(C)c(S(=O)(=O)N3CCC(C)CC3)c2c1=O,15,1,8,-30,18,-12,11,3,3,-8,-3
CC(=O)c1cc2c(cc1NC(=O)Cn1cnc3ccccc3c1=O)OCO2,-4,-3,1,4,-10,12,13,-3,-10,-1,2
C=C(C)C(=O)OCC(C)C,-1,-16,4,-4,-6,-9,3,3,-10,6,3
COc1ccccc1CCN1CCCC(CN(C)C(=O)CCC(N)=O)C1 (stereo not drawn),-10,-2,15,-15,8,-4,18,0,0,-6,7
Cc1ccc(C2C(C#N)=C(N)Oc3cc(C)oc(=O)c32)o1 (stereo not drawn),-24,11,2,-9,5,2,7,3,7,-3,4
O=S(=O)(NCCCN1CCOCC1)c1ccc2ccccc2c1,0,4,2,5,3,-4,16,-10,6,-4,-5

New compounds follow:
SMILES,C8 TRAIL sens,TROY signal inh,Peg3 prom inh,Shn3 inh set2,TWEAK-Fn14 inh,NR2E3 ag-1,HIF-2a block,MITF TRPM1 inh,KKLEB tox,CF NFkB inh,NR2E3 ag-2
Cc1ccc(NS(=O)(=O)c2ccc(-n3cccn3)cc2)cc1Cl,-1,18,9,-11,-24,4,5,/,-20,7,/
CCCCN1C(=O)c2ccc(C(=O)Nc3ccc(C)c(S(=O)(=O)N(C)C)c3)cc2C1=O,31,55*,36,26,91*,12,16,25,24,-20,-2
CCOC(=O)C1CCCN(C(=O)c2ccccc2)CC1 (stereo not drawn),-18,-4,5,-15,-25,0,-3,/,-30,-6,/
O=C(Nc1ccc2c(c1)OCCO2)C1CCCN(S(=O)(=O)c2cccc3nsnc23)C1 (stereo not drawn),8,15,27,-24,38,3,2,0,-1,11,2
O=C(N/N=C/c1cccs1)[C@H]1C[C@@H]1c1ccccc1,22,-5,-12,-4,9,-1,2,-8,11,2,4
CCOc1ccc(NC(=O)CN(C)C(=O)CC2CC3CCC2C3)cc1OCC (stereo not drawn),3,-10,-8,10,-20,11,16,4,5,-29,0
C[C@H](NC(=O)[C@@H]1CSC2c3ccccc3C(=O)N21)C(=O)NCCc1ccc(F)cc1 (stereo partly drawn),-8,-2,-8,1,-38,-7,-29,4,8,6,1
CC(C)(C)c1ccc(C(=O)NC(=S)Nc2ccc(N3CCOCC3)cc2)cc1,48,29,-24,56,8,12,0,13,2,-12,1
c1ccc(-c2cc(-c3nc4ccccc4[nH]3)c3ccccc3n2)cc1,-4,23,81*,36,55*,19,-59,4,-8,56*,0
CC(C)N(CCNCc1nnc(-c2ccccc2)o1)C(C)C,1,-6,17,-31,-4,-7,-2,4,9,-13,-5
NC(=O)C1(N2CCCCC2)CCN(C(=O)c2ccccc2)CC1,-9,10,8,5,4,-18,7,/,8,-9,3
COC(=O)c1cc(Cl)cc2c(CCO)c[nH]c12,0,-2,-16,-70,-12,-30,-16,-9,13,-23,/
CC(=O)c1cccc(NC(=O)Nc2ccc(C(=O)N3CCOCC3)cc2)c1,2,12,3,1,7,-22,15,-2,-5,38,1
CCOC(=O)c1csc(CCNC(=O)c2ccccc2)n1,-6,-2,-7,-18,-10,-1,7,/,6,9,/
